RT RNaseH block = HIV-1 RT RNase H inhibitors, primary screen, biochemical, fluorescence. Gag-Pol polyprotein (Human immunodeficiency virus type 1 group M subtype B (isolate …. RT-RNase H RNA/DNA duplex cleavage. inhibition, % at 10 µM. actives 1.9% (n = 65,000); in the data active = inhibition above about 50%
RmlCD inh mix = RmlC and RmlD coupled enzyme inhibitors, primary screen, biochemical, 384-well, compound mixtures, retest. RmlC/RmlD coupled enzyme inhibition, 384-well mixture HTS. inhibition, % at 5.5 µM. actives 0.39% (n = 110,000). AID 1532, 2009; in the data active = inhibition above about 30%, passing the limit was not always enough; also: strong numbers were not always called active
Starred values were filed as active, the others as inactive. Not all compounds are listed; the hit share may differ from the screen's.

The opening 6 compounds (preview)
How did Cc1cc(C)c2c(-n3cccc3)c(C(=O)NNS(=O)(=O)c3ccc(F)cc3)sc2n1 do in these assays?
RmlCD inh mix: 5.5

Results for COc1cc(OC)cc(-n2nnnc2SCC(=O)NCc2ccc3c(c2)OCO3)c1 ?
RT RNaseH block: -28.6; RmlCD inh mix: -2.9

What do the screens show for `Cn1c(-c2ccccc2)cnc1SCC(N)=O`?
RT RNaseH block: -8.4; RmlCD inh mix: -9.2

What do the screens show for `Cc1cn(C(=O)c2ccccc2)c(=S)n1-c1ccc(Br)cc1`?
RmlCD inh mix: -24.3

Results for COc1ccc(NS(=O)(=O)c2ccc(-n3nnc4ccccc43)c([N+](=O)[O-])c2)cc1 ?
RmlCD inh mix: -7.1

Results for O=C(CCCC(=O)N(CC(=O)NC1CCCCC1)Cc1ccc2c(c1)OCO2)Nc1ccccn1 ?
RT RNaseH block: -5.0

This part in full, from the first entry:
How did Cc1cc(C)c2c(-n3cccc3)c(C(=O)NNS(=O)(=O)c3ccc(F)cc3)sc2n1 do in these assays?
RmlCD inh mix: 5.5

Results for COc1cc(OC)cc(-n2nnnc2SCC(=O)NCc2ccc3c(c2)OCO3)c1 ?
RT RNaseH block: -28.6; RmlCD inh mix: -2.9

What do the screens show for `Cn1c(-c2ccccc2)cnc1SCC(N)=O`?
RT RNaseH block: -8.4; RmlCD inh mix: -9.2

What do the screens show for `Cc1cn(C(=O)c2ccccc2)c(=S)n1-c1ccc(Br)cc1`?
RmlCD inh mix: -24.3

Results for COc1ccc(NS(=O)(=O)c2ccc(-n3nnc4ccccc43)c([N+](=O)[O-])c2)cc1 ?
RmlCD inh mix: -7.1

Results for O=C(CCCC(=O)N(CC(=O)NC1CCCCC1)Cc1ccc2c(c1)OCO2)Nc1ccccn1 ?
RT RNaseH block: -5.0

What do the screens show for `Nc1nc(Cn2nnc(-c3ccccc3F)n2)nc(N2CCOCC2)n1`?
RT RNaseH block: -5.5; RmlCD inh mix: -14.8

How did CCOC(=O)c1ccc2c(c1)nc(C)n2CC do in these assays?
RmlCD inh mix: 6.8

Results for COc1ccc2[nH]c(C)c(C(=O)CN(C)C)c2c1 ?
RT RNaseH block: -85.0; RmlCD inh mix: -46.0

How did CCn1nnnc1-c1ccc(OC)c(S(=O)(=O)Nc2ccc(C(=O)OC)cc2)c1 do in these assays?
RT RNaseH block: 0.4; RmlCD inh mix: -12.8

What do the screens show for `O=C(COC(=O)c1ccc(NS(=O)(=O)c2ccc3c(c2)OCCO3)cc1)NCC1CCCO1` (configuration not stated)?
RT RNaseH block: -5.7; RmlCD inh mix: 7.6

Results for CCS(=O)(=O)Nc1ccc(Cc2ccncc2)cc1 ?
RT RNaseH block: -13.4; RmlCD inh mix: 0.5

What do the screens show for `CCc1ccc2oc(-c3cc(N)ccc3O)nc2c1`?
RT RNaseH block: 0.0; RmlCD inh mix: 6.0

What do the screens show for `O=S1(=O)CC(O)C(Nc2ccccc2)C1` (configuration not stated)?
RmlCD inh mix: 2.1

Results for COc1ccc(CCN2CC(C(=O)O)CC2=O)cc1OC (configuration not stated) ?
RmlCD inh mix: -10.7

Results for COc1ccc(NC(=O)Nc2nnc(-c3ccccc3SCc3ccccc3)s2)cc1 ?
RmlCD inh mix: -15.0

What do the screens show for `Cc1csc2ncc(C(=O)Nc3ccccc3F)c(=O)n12`?
RT RNaseH block: -30.8; RmlCD inh mix: -14.5

How did O=C(NCc1cccs1)c1cc2c(s1)CCCC2 do in these assays?
RT RNaseH block: -12.4; RmlCD inh mix: 3.1

How did CS(=O)(=O)NCc1nnc(SCc2ccccc2C(F)(F)F)o1 do in these assays?
RT RNaseH block: -10.7; RmlCD inh mix: -7.2

What do the screens show for `COc1ccc(NC(=O)c2sc(SC)nc2N)cc1`?
RT RNaseH block: 22.1; RmlCD inh mix: 6.2

Results for CC(C)C(=O)Nc1cccc(NC(=O)c2cccnc2)c1 ?
RT RNaseH block: -0.3; RmlCD inh mix: -9.2

Results for O=C(CCN1C(=O)c2ccccc2C1=O)Nc1ccc(-c2nc3ccccc3o2)cc1 ?
RT RNaseH block: 88.4*

What do the screens show for `COc1ccc(Cl)cc1NS(=O)(=O)c1ccc(OC)c(OC)c1`?
RmlCD inh mix: 1.7

Results for CCOC(=O)N/N=C/c1ccc(F)cc1 ?
RmlCD inh mix: 3.5

Results for O=C(Nc1ccc(F)cc1F)NC1CC(=O)N(Cc2ccccc2)C1 (configuration not stated) ?
RT RNaseH block: -6.4; RmlCD inh mix: -12.0

How did CCOC(=O)N1CCC(NC(=O)CSCc2nc(-c3ccc(OC)c(OC)c3)oc2C)CC1 do in these assays?
RT RNaseH block: 1.6; RmlCD inh mix: 10.3

Results for O=C(c1ccc(NC2=NC3CS(=O)(=O)CC3S2)cc1)N1CCN(C(=O)c2ccco2)CC1 (configuration not stated) ?
RT RNaseH block: -11.1; RmlCD inh mix: -14.0

What do the screens show for `Cn1cc(CN2CCc3ccccc3C2)c2ccccc21`?
RT RNaseH block: -1.7; RmlCD inh mix: -1.6

What do the screens show for `Cc1ccc(NC(=O)C2CCN(C(=O)NC3CCCCC3)CC2)cc1Cl`?
RT RNaseH block: -9.0; RmlCD inh mix: -4.8

How did O=C1CSC(c2ccc3c(c2)OCO3)N1c1ccc(Oc2ccccc2)cc1 (configuration not stated) do in these assays?
RmlCD inh mix: 5.4

Results for CCN(CC)c1cccc(OCC(=O)N(C)CCC#N)c1 ?
RT RNaseH block: -15.6; RmlCD inh mix: -14.1

What do the screens show for `COc1ccc([C@@H]2Sc3cc(OC)ccc3N(CCN(C(C)C)C(C)C)C(=O)[C@H]2OC(C)=O)cc1`?
RmlCD inh mix: -13.8

What do the screens show for `CC(C)n1nnnc1SCC(=O)NCCc1ccccc1`?
RmlCD inh mix: 8.8

Results for CCN(C1CCCCC1)S(=O)(=O)c1ccc(S(=O)(=O)NCCc2ccncc2)cc1 ?
RT RNaseH block: -3.1; RmlCD inh mix: -6.6

How did CCCC(=O)Nc1cccc(Oc2nc(C)cc(C)c2C#N)c1 do in these assays?
RmlCD inh mix: -5.8

How did COc1ccc(-c2cc(=O)[nH]c(=O)[nH]2)cc1 do in these assays?
RT RNaseH block: -13.3; RmlCD inh mix: 12.9

Gathered by group, those above containing a cyano group.
Results for CCN(CC)c1cccc(OCC(=O)N(C)CCC#N)c1 ?
RT RNaseH block: -15.6; RmlCD inh mix: -14.1

How did CCCC(=O)Nc1cccc(Oc2nc(C)cc(C)c2C#N)c1 do in these assays?
RmlCD inh mix: -5.8

Next records
Results for Cc1ccc(S(=O)(=O)N2CCN(c3nc(C)c4c(c3C#N)CC(C)(C)OC4)CC2)cc1 ?
RT RNaseH block: 6.7; RmlCD inh mix: -24.4

Results for COc1ccc(C2c3c(oc4ccccc4c3=O)C(=O)N2c2ccccn2)cc1 (configuration not stated) ?
RT RNaseH block: 36.5; RmlCD inh mix: 7.4

Results for CC#CCN1C(=O)N[C@@H](c2ccccc2)C(C(=O)OC)=C1C ?
RmlCD inh mix: -334.5

Results for O=C1c2cccnc2C(Nc2ccc(S(=O)(=O)N3CCCCC3)cc2)N1Cc1ccccc1 (configuration not stated) ?
RT RNaseH block: 2.1; RmlCD inh mix: -5.7

What do the screens show for `CCNC(=O)CC1C(=O)N(c2ccccc2)C(=O)N1Cc1ccc(OC)cc1` (configuration not stated)?
RT RNaseH block: -4.1; RmlCD inh mix: -14.8

How did O=C(O)c1ccc(COc2c(F)c(F)cc(F)c2F)cc1 do in these assays?
RT RNaseH block: -10.8; RmlCD inh mix: 8.8

Results for C=CCNc1nc2c(c(=O)n(C)c(=O)n2C)n1Cc1ccc(F)cc1 ?
RT RNaseH block: -8.2; RmlCD inh mix: 9.9

Results for O=C(Cc1ccccc1)N1CCN(CC2CC3C=CC2C3)CC1 (configuration not stated) ?
RmlCD inh mix: -4.5

What do the screens show for `COc1cccc(-c2cc(C(F)(F)F)n3ncc(C(=O)NCC4CCCO4)c3n2)c1` (configuration not stated)?
RT RNaseH block: -21.9; RmlCD inh mix: 7.8

How did CCCNC(=O)C(Cc1ccccc1)NS(=O)(=O)c1cccc2nsnc12 (configuration not stated) do in these assays?
RT RNaseH block: -14.4; RmlCD inh mix: -8.1

How did CCN1CCN(Cc2ccc3c(c2)Cc2ccccc2-3)CC1 do in these assays?
RT RNaseH block: 4.6

What do the screens show for `O=C(NCc1cccs1)c1ccncc1`?
RT RNaseH block: -2.4; RmlCD inh mix: 27.5

How did CCCN(CCC)C(=O)C1c2ccccc2Oc2ccccc21 do in these assays?
RT RNaseH block: -26.0; RmlCD inh mix: -12.0

Results for O=C(NCc1ccccc1)C(c1ccncc1)N(C(=O)c1csnn1)C1CC1 (configuration not stated) ?
RmlCD inh mix: -6.6

Results for Cc1ccc(C(=O)Cn2nnc3c(sc4nc5c(c(-c6ccccc6)c43)CCC5)c2=O)cc1 ?
RmlCD inh mix: 4.5

Results for O=C1CC(N2CCN(c3ccccc3Cl)CC2)C(=O)N1c1cccc(F)c1 (configuration not stated) ?
RT RNaseH block: 5.8; RmlCD inh mix: 38.6

How did O=C(/C=C/c1ccccc1)NC(=S)Nc1cccnc1 do in these assays?
RmlCD inh mix: 8.4

How did CCC(C)C(NC(=O)OC(C)(C)C)C(=O)NCc1ccco1 (configuration not stated) do in these assays?
RT RNaseH block: -1.3; RmlCD inh mix: 11.6

Results for Cc1nc(NC(=O)c2ccccc2)sc1-c1csc(NCc2ccccc2)n1 ?
RmlCD inh mix: -7.1

What do the screens show for `CC(=O)c1cc(F)c(N2CCN(C(=O)C(C)(C)C)CC2)cc1C`?
RmlCD inh mix: 5.7

Results for CN(C)C(=O)CSc1nc(-c2ccccc2)nc2c1CCCC2 ?
RmlCD inh mix: 3.6

What do the screens show for `COc1ccc(CNC(=O)COC(=O)c2cnccn2)cc1`?
RmlCD inh mix: 4.9

How did COc1ccc(S(=O)(=O)N2CCC(C(=O)c3ccc4c(c3)OCCO4)CC2)cc1 do in these assays?
RT RNaseH block: -8.3; RmlCD inh mix: 4.2

Results for O=C(Nc1ccc(N2CCOCC2)cc1)c1cccnc1 ?
RmlCD inh mix: 74.0

What do the screens show for `O=C(NCc1cccnc1)Nc1ccc(F)cc1F`?
RT RNaseH block: -11.3; RmlCD inh mix: -49.0

What do the screens show for `O=C(/C=C/c1ccccc1)NC(=S)NNC(=O)c1ccco1`?
RmlCD inh mix: 4.8

How did Cc1ccc(Cn2c(C3CCCN3c3nc(-c4ccc(F)cc4)cs3)nc3cc(C(F)(F)F)ccc32)cc1 (configuration not stated) do in these assays?
RmlCD inh mix: 9.9

What do the screens show for `O=C(OC(C(=O)NCC1CCCO1)c1ccc(F)cc1)c1cccs1` (configuration not stated)?
RmlCD inh mix: -9.1

Results for CN=C(Nc1ccc(C(=O)OC)cc1)SC1CC(=O)N(c2ccccc2F)C1=O (configuration not stated) ?
RmlCD inh mix: 4.2

How did OC(COc1ccccc1)CN1CCOCC1 (configuration not stated) do in these assays?
RmlCD inh mix: -15.8

What do the screens show for `Cc1cc(=O)[nH]c(SCC(=O)Nc2nnc(CC(C)C)s2)n1`?
RT RNaseH block: -6.1; RmlCD inh mix: -13.7

What do the screens show for `CC1(C(=O)NC2CCCC2)CCC(=O)N1CCC1=CCCCC1` (configuration not stated)?
RT RNaseH block: -6.5; RmlCD inh mix: -0.3

What do the screens show for `FC(F)(F)c1cccc(N2CCNCC2)c1`?
RmlCD inh mix: -13.1

How did CCCCNC(=O)CSc1nccn1Cc1ccccc1 do in these assays?
RT RNaseH block: -10.9; RmlCD inh mix: -11.6

How did COc1cc(C=O)ccc1OCCOCCOc1ccc(Cl)cc1Cl do in these assays?
RmlCD inh mix: 4.9

What do the screens show for `CC(=O)c1cccc(NC(=O)COc2ccccc2)c1`?
RT RNaseH block: 1.6; RmlCD inh mix: 2.5

How did CNc1nc(Nc2ccc(C(C)=O)cc2)nc(OC(C(F)(F)F)C(F)(F)F)n1 do in these assays?
RT RNaseH block: 15.4; RmlCD inh mix: 7.1

What do the screens show for `CC1CN(S(=O)(=O)N(C)C)CCN1S(=O)(=O)N(C)C` (configuration not stated)?
RmlCD inh mix: 5.4

How did COC(=O)c1c(NC(=O)C2CC=CCC2C(=O)O)sc(C)c1C (configuration not stated) do in these assays?
RmlCD inh mix: 9.2

What do the screens show for `Cc1ccc(Nc2nc(C(=O)N3CCC(C(=O)NCCN4CCOCC4)CC3)cs2)cc1`?
RT RNaseH block: -25.3; RmlCD inh mix: -0.7

How did O=C1c2cccc3cccc(c23)C(=O)N1c1ccc2ncccc2c1 do in these assays?
RmlCD inh mix: 7.7

How did Cc1c(C(=O)NCC2CCCO2)oc2ccc3c(c12)C(=O)CC(C)(C)O3 (configuration not stated) do in these assays?
RT RNaseH block: -31.7; RmlCD inh mix: 14.3

Results for CCOC(=O)C(C)Oc1cc(C)cc2oc(=O)c3c(c12)CCCC3 (configuration not stated) ?
RT RNaseH block: -56.5; RmlCD inh mix: -15.4

How did Cc1c(C(=O)Nc2ccc(F)c(F)c2)oc2ccc(S(=O)(=O)N3CCCCC3)cc12 do in these assays?
RmlCD inh mix: 4.3

Results for O=C(CSc1ccc(Cl)cc1)N1CCOCC1 ?
RT RNaseH block: -3.2; RmlCD inh mix: 8.0

How did Cc1ccc(C(=O)Cn2c(NCCO)nc3ccccc32)cc1 do in these assays?
RT RNaseH block: -6.9; RmlCD inh mix: -13.6

What do the screens show for `COC(=O)Cc1c(C)nc2nc(-c3cccnc3)[nH]n2c1=O`?
RT RNaseH block: -7.4; RmlCD inh mix: 24.2

Results for O=C(Cn1cccc1)Nc1ccc(F)cc1F ?
RT RNaseH block: 1.6; RmlCD inh mix: 4.4

Results for Cc1ccc(OCCn2nc3ccccc3n2)c(C)c1 ?
RT RNaseH block: 16.7; RmlCD inh mix: -10.9

What do the screens show for `Cc1cc2c(cc(C(=O)OCC(=O)NCc3cccs3)n2C(C)C)o1`?
RT RNaseH block: -34.6; RmlCD inh mix: 14.1

Results for CN(C)/C=C1\C(=O)N(c2ccc([N+](=O)[O-])cc2)N=C1c1ccccc1 ?
RmlCD inh mix: -3.9

What do the screens show for `COC(=O)Cc1ccc(NC(=O)c2ccc(C)c(C)c2)cc1`?
RmlCD inh mix: -6.1

From PubChem
